# LANA DNA inh: blocks KSHV LANA C-terminal domain binding to DNA. 340,000 compounds, 0.078% hits. AID 504423. inhibition, % at 9 µM. MBP-C-LANA/FAM-LBS DNA binding, fluorescence polarization;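 active = highest replicate inhibition at or above 60% at 9 µM, even if other replicates fall short; inactive = all replicates below 60% inhibition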;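 note: 0% = neutral control wells and 100% = 4 µM acridine orange control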
# V-ATPase pH: alters yeast V-ATPase proton transport; S. cerevisiae, pHLuorin cytosolic pH fluorescence; response, % at 10 µM; 350,000 compounds, 0.37% hits; AID 504577; in the data active = response mostly above about 7.3%, no sharp cut-off; inactive = mostly below about 5.4%; note: actives read high; inactives centre near 0; some compounds called inactive have numbers as strong as hits
# Arr AP2 block: blocks beta-arrestin peptide binding to AP2 adaptin | 340,000 compounds, 0.31% hits | AID 504490 | inhibition, % at 10 µM | FITC-arrestin peptide / GST-AP2 beads, flow cytometry; AP2 beta2 appendage carries R879A mutation;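 active = inhibition above a set limit, near 3 SD of compounds lacking own fluorescence, cut at about 54% in these data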;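 note: plate controls were DMSO wells for no effect and 5 µM unlabelled arrestin peptide for full effect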
#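 System: GST-AP2 R879A bound to glutathione beads, E. coli-expressed. Also added: 50 nM FITC-arrestin peptide. Schedule: compound with beads 12 min RT, then probe 1 h RT. Signal: bead flow cytometry, FITC channel. Read-out basis: percent response.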
# Cardiac RTF inh: cardiac RTF calcium desensitization; P19429+P45379; IANBD-labeled cardiac RTF, Ca2+ fluorescence; inhibition, % at 7.15 µM; 340,000 compounds, 0.12% hits; AID 493244;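 active = inhibition above the mean inhibition of all tested compounds plus 3 SD, cut at about 17% in these data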;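 note: assay run at fixed EC70 calcium of 1.6 mM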
# CAL PDZ FP-1: blocks peptide binding to the human CAL PDZ domain; Q9HD26; purified CAL PDZ, TMR-peptide fluorescence polarization, 1 h; inhibition, % at 24.9 µM; 300,000 compounds, 0.92% hits; AID 602252;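 active = mean inhibition of at least 30% with at least half of replicates also reaching 30%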;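 note: 0% = DMSO neutral control and 100% = excess unlabeled competitor peptide PRC23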
# DAGLB inhibitor: diacylglycerol lipase beta (human) inhibition; Q8NCG7; HEK293T DAGLB membrane lysate, EnzChek fluorogenic substrate; inhibition, % at 5.17 µM; 340,000 compounds, 0.059% hits; AID 504411; in the data active = inhibition above about 34%;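 note: 0% = enzyme with vehicle and 100% = wells lacking enzyme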
# NSD2 HMT inh: NSD2 (human) methyltransferase inhibition; 310,000 compounds, 0.54% hits; O96028; NSD2 peptide methylation, AlphaScreen, 120 min; inhibition, % at 12.5 µM; in the data active = inhibition above about 50%
# Keap1 Nrf2 FP: inhibitors of human Keap1-Nrf2 protein-protein interaction. Keap1 Kelch-Nrf2 peptide fluorescence polarization, 1536-well. inhibition, % at 9.4 µM. 340,000 compounds, 0.15% hits; in the data active = inhibition above about 12%;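 note: human Keap1 Kelch domain with fluorescein labeled Nrf2 9mer peptide probe; 0% = neutral control wells and 100% = peptide positive control; higher means more block of Keap1 binding to Nrf2 peptide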
# CAL PDZ FP-2: human CAL PDZ-peptide interaction inhibition; Q9HD26; purified CAL PDZ, TMR-peptide fluorescence polarization, 1 h; inhibition, % at 20 µM; 330,000 compounds, 0.02% hits; AID 504414;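 active = highest replicate inhibition of at least 40%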;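 note: plate controls were DMSO neutral control wells for no effect and unlabeled competitor peptide control wells for full effect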
#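 Test system: tagged CAL PDZ domain / Buffer or medium: sodium phosphate/NaCl buffer pH 7.4 with TCEP, IgG, Thesit / Reagent: TMR-labelled reporter peptide T*-PRC34 bound in PDZ groove / Compound dosing: single point, 20 µM / Schedule: 1 h incubation at room temperature before polarization reading / Technique: fluorescence polarization (mP) / Benchmarks: unlabelled peptide, DMSO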
# DSG3 Ab inh: blocks pemphigus antibody binding to human desmoglein-3 | P32926 | DSG3-coupled beads, scFv-anti-DSG3-GFP binding, flow cytometry; hits give low values | 310,000 compounds, 0.48% hits | binding (percent of control), % at 10 µM;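 active = binding more than 3 SD below its plate's average and above zero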;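 note: hits lower antibody fragment binding to DSG3; some compounds called inactive have numbers as strong as hits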
# Target sequence (P32926 whole entry, looked up, the tested form may be a part): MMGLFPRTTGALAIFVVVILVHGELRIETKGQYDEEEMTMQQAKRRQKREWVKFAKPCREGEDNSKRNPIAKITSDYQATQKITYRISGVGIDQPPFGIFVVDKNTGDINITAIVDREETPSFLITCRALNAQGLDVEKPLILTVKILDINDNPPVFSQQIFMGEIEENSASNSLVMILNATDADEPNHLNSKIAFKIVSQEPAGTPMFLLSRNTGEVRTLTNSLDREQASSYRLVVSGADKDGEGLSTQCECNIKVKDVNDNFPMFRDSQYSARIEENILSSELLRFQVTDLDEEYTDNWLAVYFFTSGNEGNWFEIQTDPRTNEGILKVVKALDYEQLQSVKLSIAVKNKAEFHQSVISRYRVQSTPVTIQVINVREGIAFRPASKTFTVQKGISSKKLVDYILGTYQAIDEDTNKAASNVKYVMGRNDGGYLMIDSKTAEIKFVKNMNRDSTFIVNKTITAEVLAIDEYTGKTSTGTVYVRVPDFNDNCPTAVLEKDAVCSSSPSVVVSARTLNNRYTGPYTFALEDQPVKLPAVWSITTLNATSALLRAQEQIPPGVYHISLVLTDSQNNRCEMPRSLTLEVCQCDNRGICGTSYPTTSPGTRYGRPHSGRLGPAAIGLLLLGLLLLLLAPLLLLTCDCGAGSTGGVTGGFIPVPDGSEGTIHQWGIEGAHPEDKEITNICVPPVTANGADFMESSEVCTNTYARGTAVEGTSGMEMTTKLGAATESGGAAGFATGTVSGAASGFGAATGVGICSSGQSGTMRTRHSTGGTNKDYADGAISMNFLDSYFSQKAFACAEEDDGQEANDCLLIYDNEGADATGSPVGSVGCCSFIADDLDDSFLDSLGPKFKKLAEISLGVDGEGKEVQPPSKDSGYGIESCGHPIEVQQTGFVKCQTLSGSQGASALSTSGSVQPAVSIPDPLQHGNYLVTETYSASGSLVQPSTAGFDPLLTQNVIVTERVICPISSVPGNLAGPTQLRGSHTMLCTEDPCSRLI
# * = called active by the depositor; nt = no result given. Some of the compounds tested; rates above refer to the full screens.
SMILES,LANA DNA inh,V-ATPase pH,Arr AP2 block,Cardiac RTF inh,CAL PDZ FP-1,DAGLB inhibitor,NSD2 HMT inh,Keap1 Nrf2 FP,CAL PDZ FP-2,DSG3 Ab inh
COc1ccc(NC(=O)c2cn(CCC#N)nc2-c2cccs2)cc1,1.3,4,3,-16,-3,1,2,-4,-2.6,101
CCOc1ccc(-c2nc(CSc3nnc(N)s3)cs2)cc1OC,-3.2,-6,14,1,-3,-2,0,2,-0.4,113
O=C(CSc1nnc(COc2ccc(Cl)cc2)o1)N1CCCC1,-2.1,2,-3,-14,nt,-4,-6,2,-1.0,nt
COc1cc(C(=S)N2CCCC2)cc(OC)c1OS(=O)(=O)c1ccc(NC(C)=O)cc1,-1.0,2,-7,0,-3,0,1,-7,-2.6,130
COc1cc(/C=C/C(=O)OCC(=O)Nc2c(C)n(C)n(-c3ccccc3)c2=O)ccc1O,0.8,0,-6,1,-2,0,0,1,12,101
COc1cccc(-c2c(C(=O)N/N=C/c3ccc(C)o3)nnn2-c2nonc2N)c1,-0.8,-2,7,-2,5,-3,-2,-2,-3.5,nt
Cc1cc(C)c2cc(C#N)c(NCCNC(=S)NCCCN3CCOCC3)nc2c1,-2.0,2,6,-3,nt,0,0,-3,-0.7,nt
CCN1CCN(CCCNC(=O)C(=O)c2c(C)[nH]c3ccccc23)CC1,-1.0,-2,51,-4,5,-1,6,0,-1.2,nt
CC1=CC=CN2CC(O)CN=C12 (centres undefined),0.8,-3,-10,-3,-5,0,nt,-7,-1.3,101
CN(C)S(=O)(=O)n1cc(/C=C(\NC(=O)c2ccccc2)C(=O)NCCN2CCOCC2)c2ccccc21,0.0,4,1,5,-3,1,1,0,-2.9,87
Cc1cccc(C(=O)NC2CC(C)(C)NC(C)(C)C2)c1,1.2,1,-35,9,-1,-1,-4,1,-0.5,105
COc1ccccc1CNC(=O)c1cc(=O)c2ccccc2o1,-0.9,11,3,-15,13,0,-8,3,-3.0,131

# Just CAL PDZ FP-2 and LANA DNA inh, for some of the entries so far:
canonical_smiles | CAL PDZ FP-2 | LANA DNA inh
COc1cccc(-c2c(C(=O)N/N=C/c3ccc(C)o3)nnn2-c2nonc2N)c1 | -3.5 | -0.8
Cc1cc(C)c2cc(C#N)c(NCCNC(=S)NCCCN3CCOCC3)nc2c1 | -0.7 | -2.0
CCN1CCN(CCCNC(=O)C(=O)c2c(C)[nH]c3ccccc23)CC1 | -1.2 | -1.0

# Further compounds follow:
SMILES,LANA DNA inh,V-ATPase pH,Arr AP2 block,Cardiac RTF inh,CAL PDZ FP-1,DAGLB inhibitor,NSD2 HMT inh,Keap1 Nrf2 FP,CAL PDZ FP-2,DSG3 Ab inh
O=C(O)C1Cc2[nH]cnc2C(c2ccc(F)cc2)N1 (centres undefined),0.1,-2,-2,-25,2,0,1,1,-2.6,94
CN1CCN(CCCNC(=O)c2ccc(NC(=O)C3=CSCCO3)cc2)CC1,-0.4,-5,0,-6,-5,-1,1,-2,-1.4,108
CS(=O)(=O)c1ccc(CNC(=O)C2(C(F)(F)F)C/C(=C\Cc3ccccc3)CCCO2)cc1 (centres undefined),0.9,-1,33,-10,-2,1,nt,1,-2.3,108
CCN1C(=O)C(CC(=O)Nc2ccccc2Cl)N(NC(=O)c2cccc(F)c2)C1=S (centres undefined),1.1,3,2,-11,-1,-2,5,0,-3.4,nt
O=C(COC(=O)c1c[nH]c2ccccc12)Nc1cccc(F)c1,-7.2,-5,47,4,-7,-3,-1,1,-0.3,97
COc1cc(/C=N/n2c(-c3cc(C)[nH]n3)n[nH]c2=S)ccc1O,-1.3,-2,-9,-3,0,-3,-13,-6,0.0,100
COc1ccc(S(=O)(=O)N2CCN(CCc3ccccc3)CC2)cc1,-2.5,6,-4,-1,1,-4,-1,-4,0.1,103
CCOc1cc(S(=O)(=O)n2ccnc2)ccc1Cl,-1.9,-1,45,2,nt,-3,-3,-1,-0.1,81
CN1C(=S)SC(/[N+]([O-])=C/c2ccc(Cl)cc2)C1(C)C (centres undefined),-0.7,-5,-1,10,-2,3,-3,-4,-2.5,91
Cc1nc([N+](=O)[O-])c(N2CCN(C)CC2)n1Cc1ccccc1,0.7,8,20,-5,3,1,nt,0,-1.1,104
NS(=O)(=O)c1ccc(CCNC(=O)CN2CCN(c3ccc(F)cc3)CC2)cc1,0.8,1,0,-6,1,-2,0,-7,-2.5,86
FC(F)(F)c1cc(CCN2C(=S)NC[C@@H]2CC2CCCCC2)cc(C(F)(F)F)c1,0.5,-4,5,4,-1,-1,nt,-6,0.4,111

# Complete entries, looked up by structure.
# CCN1C(=O)C(CC(=O)Nc2ccccc2Cl)N(NC(=O)c2cccc(F)c2)C1=S (centres undefined) in the list: LANA DNA inh: 1.1; V-ATPase pH: 3; Arr AP2 block: 2; Cardiac RTF inh: -11; CAL PDZ FP-1: -1; DAGLB inhibitor: -2; NSD2 HMT inh: 5; Keap1 Nrf2 FP: 0; CAL PDZ FP-2: -3.4; DSG3 Ab inh: nt
# COc1cc(/C=N/n2c(-c3cc(C)[nH]n3)n[nH]c2=S)ccc1O in the list: LANA DNA inh: -1.3; V-ATPase pH: -2; Arr AP2 block: -9; Cardiac RTF inh: -3; CAL PDZ FP-1: 0; DAGLB inhibitor: -3; NSD2 HMT inh: -13; Keap1 Nrf2 FP: -6; CAL PDZ FP-2: 0.0; DSG3 Ab inh: 100
# CN1CCN(CCCNC(=O)c2ccc(NC(=O)C3=CSCCO3)cc2)CC1 in the list: LANA DNA inh: -0.4; V-ATPase pH: -5; Arr AP2 block: 0; Cardiac RTF inh: -6; CAL PDZ FP-1: -5; DAGLB inhibitor: -1; NSD2 HMT inh: 1; Keap1 Nrf2 FP: -2; CAL PDZ FP-2: -1.4; DSG3 Ab inh: 108

# The listing continues.
SMILES,LANA DNA inh,V-ATPase pH,Arr AP2 block,Cardiac RTF inh,CAL PDZ FP-1,DAGLB inhibitor,NSD2 HMT inh,Keap1 Nrf2 FP,CAL PDZ FP-2,DSG3 Ab inh
CCOC(=O)C(Cc1ccc(NC(C)=O)cc1)N1C(=O)c2ccccc2C1=O (centres undefined),-0.5,-2,3,-4,3,-7,-3,-4,0.8,nt
CC1CC(=O)Nc2ccccc2N1C(=O)COc1ccc2ccccc2c1 (centres undefined),-3.0,6,14,-4,-5,1,nt,2,-1.1,137
O=C(Cc1ccccc1)NC(=S)Nc1cc(C(F)(F)F)ccc1Cl,1.3,-1,2,-1,-2,-17,1,-1,0.1,103
CCCCN1C(C(=O)Nc2ncccn2)=C(O)c2ccccc2S1(=O)=O,2.4,2,-6,-13,3,-5,-2,-6,-0.1,120
Cc1ccc(S(=O)(=O)N2CCN(CCO)CC2)cc1-c1nnc2c3ccccc3c(C)nn12,-0.9,-2,-6,-2,-2,1,1,-5,-1.6,101
Cc1ccc(NC(=O)CN2CCc3cc4c(cc3C2C)OCCCO4)cc1C (centres undefined),-0.5,-2,45,0,-6,-6,-1,1,-3.0,82
O=C(CNc1cc(S(=O)(=O)N2CCOCC2)ccc1NCC1CCCO1)Nc1ccc(F)c(F)c1 (centres undefined),0.3,-1,1,-2,-1,2,9,-4,-0.5,102
CCNc1nc(NCC)n2c(SCC(=O)c3ccccc3Cl)nnc2n1,1.4,5,-11,-8,-5,-1,1,-6,-0.9,100
O=C(Nc1ccon1)c1cc2ccccc2oc1=O,-0.6,0,-7,-7,-1,0,2,-1,-1.5,96
Cc1ccccc1NC(=O)c1ccc(F)c(S(=O)(=O)NCC2CCCO2)c1 (centres undefined),0.1,1,15,4,-2,-4,nt,1,-1.8,102
FC(F)(F)c1cccc(Sc2cc(C(F)(F)F)nc(-c3ccccn3)n2)c1,0.5,3,11,-10,-4,-1,-3,0,-2.2,97
O=C(c1cccc(NS(=O)(=O)c2ccc(F)cc2)c1)N1CCN(c2ccccc2)CC1,1.6,-8,9,-1,1,3,2,0,-0.9,104
CCCCNC(=O)CSc1nc2ccc(N3CCOCC3)cc2c(=O)n1CCc1ccccc1,1.4,1,3,0,-2,-2,1,5,-2.8,117
CC(C)(C)C1CCc2c(sc(NC(=O)c3cccs3)c2C(N)=O)C1 (centres undefined),-1.8,-5,10,3,-1,1,0,3,nt,88
COc1cc(C(=O)Nc2cccc(-c3nc4cc(C)cc(C)c4o3)c2)cc(OC)c1OC,-1.8,2,-3,-7,-3,-1,25,-5,-1.9,96
Cn1c(=O)c2c(ncn2CCOC(=O)C(C)(C)Oc2ccc(Cl)cc2)n(C)c1=O,nt,1,nt,nt,nt,-1,0,nt,nt,102
CCN(CC)CCNC(=O)C(=O)Nc1cc2c3c(c1)CC(=O)N3CCC2,-1.9,3,-7,-6,1,2,25,3,0.4,101
CC/C(=N\NC(=O)c1ccoc1C)c1ccc(C)o1,0.8,-3,28,6,-4,-2,-1,0,-2.0,125
CC(=O)c1ccc(NC(=O)C(Cc2ccccc2)n2cccc2)cc1 (centres undefined),1.8,4,19,-2,-3,-7,1,5,-0.2,102
Cc1oc(-c2ccc(Cl)cc2)[n+]([O-])c1C,0.2,1,-3,-7,-3,-1,-4,-2,-1.7,103
COc1ccc(C(=O)NCc2nnc(SCC(=O)N3CCOCC3)o2)cc1OC,1.4,1,-9,-5,-1,0,-2,-3,-2.4,81
COc1ccc(-n2c(C)nn(C)c2=O)c(OC)c1,0.9,3,7,-2,-5,0,1,2,0.0,98
CCOc1ccc(S(=O)(=O)Nc2cccc(C(=O)NCCCN3CCOCC3)c2)cc1,-0.6,0,17,-2,-8,-4,-1,-2,0.9,110
COc1ccc(Oc2ccc(/C=C/C(=O)c3ccc(O)cc3)cc2[N+](=O)[O-])cc1,1.7,-1,-4,-33,61*,7,1,-7,0.2,nt
Cc1ccc(NC(=O)Nc2ccc3c(c2)OCO3)nc1,0.4,5,-15,-1,-3,-3,0,2,-0.6,6.9*
Cn1c(N)c(C(=O)COC(=O)/C=C/c2ccc(Cl)cc2)c(=O)n(C)c1=O,-2.3,-2,16,-2,-1,0,0,-2,-1.3,92
COc1ccc(Nc2nc(C)cc(-c3cc(-c4ccccc4)on3)n2)cc1,0.8,-1,26,-4,1,-2,nt,-6,0.1,102
COc1ccc(CN2CCCC(C(=O)N3CCc4ccccc4C3)C2)cc1OC (centres undefined),-0.7,2,23,2,0,0,-1,1,-3.2,102
CC(=O)c1ccc(Nc2ccc([N+](=O)[O-])c3nonc23)cc1,-0.2,-3,-4,-3,-7,9,10,-8,-0.3,117
O=C1CS/C(=N/N=C/c2c[nH]c3ccccc23)N1,nt,2,16,nt,nt,nt,-1,nt,nt,95
C=C(C)CSc1nc2c(c(=O)[nH]c(=O)n2C)n1CCC(C)C,1.1,-1,-7,1,nt,2,nt,-4,-4.0,95
O=C(Cc1ccccc1)Nc1ccc2oc(-c3cccnc3)nc2c1,-1.2,-1,24,0,-4,1,2,-2,nt,91
